Xi reactivation: X-chromosome reactivation activator; XiGFP mouse fibroblasts, % GFP-positive cells imaging, 3 d; cells co-treated with 5-aza-dC sensitizer; scaled so ellipticine positive control = 100%; activation, % at 7.58 µM; 360,000 tested, 0.055% active; AID 743238;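 active = mean normalized replicate activation at least 10% and every replicate at or above 10%; inconclusive = only one of the two criteria met; inactive = mean below 10% and not all replicates reach 10%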;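 also: 0% = median of on-plate neutral control wells and 100% = ellipticine 6 µM median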
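material = 68-5-11 XiGFP fibroblast line | medium = DMEM plus 5-aza-dC sensitizer | schedule = 3 days compound exposure | benchmarks = positive control ellipticine, 6 µM final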
FN deposit inh: fibronectin deposition inhibition; AID 743247; AH1F fibroblasts, Alexa488-fibronectin deposition fluorescence, overnight; 350,000 tested, 0.086% active; inhibition, % at 12.6 µM;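 active = mean inhibition across replicates of 30% or more, regardless of how many single replicates reach that level; inconclusive = mean under 30% yet at least half of replicates reach 30%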;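 also: positive control wells lacked labelled fibronectin entirely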
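Assay system: AH1F fibroblast monolayer, labelled fibronectin deposition. Amount: 10000 cells per well. Also added: labelled fibronectin 24 nM. Compound: single-point pinned compound. Incubation: cell attachment 1 h, compound and FN exposure overnight. Detection: fluorescence after three HBSS washes, excitation 485 nm, emission 525 nm. Read-out: inhibition of fibronectin deposition signal.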
The depositor's hits bear a star; ? = inconclusive; / = no result given. Not all compounds are listed; count on the stated rates, not on these rows.

Results follow in this order: Xi reactivation	FN deposit inh
COc1ccc(OC)c(C2C3=C(N=c4s/c(=C\c5cccc(O)c5)c(=O)n42)c2ccccc2CC3)c1 (centres undefined)
  0.1	/
C[C@H](CO)N1C[C@H](C)[C@@H](CN(C)CC2CC2)Oc2c(NC(=O)CCC(F)(F)F)cccc2C1=O
  0.1	/
CC(C)CC#Cc1ccc([C@H]2[C@@H](CO)N3C(=O)CN(S(C)(=O)=O)C[C@H]23)cc1
  0.1	/
CCS(=O)(=O)N1CCN(c2ccc(C(=O)NC34CC5CC(CC(C5)C3)C4)cc2[N+](=O)[O-])CC1
  -0.1	/
CCCCC(=O)Nc1ccccc1C#N
  0.1	/
CCS(=O)(=O)N1CC(=O)N2[C@H](CO)[C@@H](c3ccc(C#Cc4ccc(F)cc4)cc3)[C@@H]2C1
  0.0	/
COCC(=O)N1[C@@H](CO)[C@@H](c2ccccc2)C12CN(Cc1cccc(OC)c1)C2
  0.0	/
CCOc1ccc(NC(=O)N(CCC(C)C)C(C)c2ccco2)cc1 (centres undefined)
  0.1	/
COc1cccc(N=Nc2c(=O)[nH]n3c(C)cc(C)nc23)c1
  0.6	/
COc1ccc2c3c(n(C)c2c1)[C@@H](CO)N(C(=O)c1cccc(F)c1)CC31CCN(CC2CC2)CC1
  0.4	/
COc1ccc2c3c([nH]c2c1)[C@@H](CO)N(Cc1ccc(Cl)cc1)CC31CCN(C(=O)CN(C)C)CC1
  0.2	/
COc1ccc(-c2nn(-c3ccccc3)cc2/C=N/NC(=S)NC(C)C)cc1OC
  0.2	/
O=C(Nc1ccccc1)[C@H]1[C@H](CO)[C@H]2Cn3c(cccc3=O)[C@H]2N1CC1CCOCC1
  0.6	/
C/C=C/c1ccc([C@@H]2[C@H]3CN(C(=O)CN(C)C)CCCCN3[C@H]2CO)cc1
  0.2	/
C=CCNC(=S)Nc1ccc2nsnc2c1
  0.0	/
CNC[C@@H]1Oc2c(NC(=O)NC(C)C)cccc2C(=O)N(C)C[C@H]1C
  0.2	/
Cc1cccc(-c2ccc([C@@H]3[C@@H](CO)N4C(=O)CN(C(=O)c5cnccn5)C[C@@H]34)cc2)c1
  0.1	/
COc1ccc(S(=O)(=O)Nc2ccccc2-c2nnn(CC(=O)Nc3ccccc3OC)n2)cc1
  0.2	/
COc1ccc2c3c(n(C)c2c1)[C@@H](CO)N(C(=O)Nc1ccc(F)cc1)CC31CN(S(=O)(=O)c2cccc(F)c2)C1
  0.1	/
CC(C)CC#Cc1ccc([C@H]2[C@H](CO)N3C(=O)CN(C(=O)NC(C)C)C[C@@H]23)cc1
  0.0	/
C[C@H](CO)N1C[C@H](C)[C@@H](CN(C)Cc2ccncc2)Oc2c(NC(=O)NC3CCCCC3)cccc2C1=O
  0.0	/
COCC#Cc1ccc([C@@H]2[C@H](CO)N3C(=O)CN(C(=O)Nc4cc(F)ccc4F)C[C@@H]23)cc1
  0.0	/
COc1ccc2c3c([nH]c2c1)[C@H](CO)N(Cc1cccnc1)CC31CN(C(=O)c2cccnc2)C1
  0.2	/
COc1cc(NS(=O)(=O)c2ccc(Nc3nc(-c4ccccc4)cs3)cc2)nc(OC)n1
  0.0	/
COc1ccc2c3c([nH]c2c1)[C@@H](CO)N(C(=O)c1ccc(F)cc1)CC31CN(C(=O)Nc2ccc(F)cc2)C1
  0.4	/
C[C@@H]1CCCCO[C@H](CN(C)Cc2ccc(C(=O)Nc3ccccc3N)cc2)[C@@H](C)CN([C@@H](C)CO)C(=O)c2cc(N(C)C)ccc2O1
  -0.9	/
CCOC(=O)c1cc(-c2ccccc2)sc1NC(=O)C(C)OC(=O)c1cccc(S(=O)(=O)N(C)C)c1 (centres undefined)
  1.1	/
COc1cccc(CN2CC3(CCN(C(C)=O)CC3)c3c(n(C)c4cc(OC)ccc34)[C@@H]2CO)c1
  0.2	/
O=C(c1ccc2c(c1)OCO2)N1CC(=O)N2[C@@H](CO)[C@H](c3ccc(C#CC4CCCC4)cc3)[C@@H]2C1
  0.2	/
C[C@@H]1CN([C@H](C)CO)C(=O)c2cc(N(C)C)ccc2O[C@@H](C)CCCCO[C@H]1CN(C)Cc1ccc(C(=O)Nc2ccccc2N)cc1
  0.0	/

Some of the entries above in another layout:
mol	Xi reactivation	FN deposit inh
COCC#Cc1ccc([C@@H]2[C@H](CO)N3C(=O)CN(C(=O)Nc4cc(F)ccc4F)C[C@@H]23)cc1	0.0	/
C[C@@H]1CCCCO[C@H](CN(C)Cc2ccc(C(=O)Nc3ccccc3N)cc2)[C@@H](C)CN([C@@H](C)CO)C(=O)c2cc(N(C)C)ccc2O1	-0.9	/

Back to the main list, repeating the three entries before the break.
Results follow in this order: Xi reactivation	FN deposit inh
COc1cccc(CN2CC3(CCN(C(C)=O)CC3)c3c(n(C)c4cc(OC)ccc34)[C@@H]2CO)c1
  0.2	/
O=C(c1ccc2c(c1)OCO2)N1CC(=O)N2[C@@H](CO)[C@H](c3ccc(C#CC4CCCC4)cc3)[C@@H]2C1
  0.2	/
C[C@@H]1CN([C@H](C)CO)C(=O)c2cc(N(C)C)ccc2O[C@@H](C)CCCCO[C@H]1CN(C)Cc1ccc(C(=O)Nc2ccccc2N)cc1
  0.0	/
Cc1ccc(N=CC=C2OC(C)(C)C(C)(C)O2)c(C)c1
  0.0	/
CCS(=O)(=O)N1CCC2(CC1)CN(C(=O)CN1CCOCC1)[C@H](CO)c1c2c2ccc(OC)cc2n1C
  0.2	/
O=C(N/N=C/c1sc2ccccc2c1O)c1cccc2ccccc12
  0.1	/
COc1ccc2c3c(n(C)c2c1)[C@H](CO)N(Cc1ccc2c(c1)OCO2)CC31CCN(C(=O)C2CC2)CC1
  0.3	/
CCS(=O)(=O)N1CC(=O)N2[C@H](C1)[C@H](c1ccc(C#Cc3cccc(F)c3)cc1)[C@@H]2CO
  0.0	/
CCC(=O)N1CC(=O)N2[C@H](CO)[C@H](c3ccc(C#CC(C)C)cc3)[C@H]2C1
  0.0	/
COc1ccc2c3c([nH]c2c1)[C@H](CO)N(Cc1ccccc1)CC31CN(C(=O)Cc2ccccc2)C1
  0.3	/
CCNc1nc(NCC)nc(N(n2cnnc2)S(=O)(=O)c2ccc(C)cc2)n1
  0.0	/
CC(C)C#Cc1ccc([C@@H]2[C@H](CO)N3C(=O)CN(C(=O)Cc4cccnc4)C[C@@H]23)cc1
  0.6	/
Cc1ccccc1OCc1nnc(SCC(=O)Nc2ccc3nc(SCC(=O)Nc4ccccc4)sc3c2)n1C
  0.0	/
CC1CC(C)CN(C(=S)Nc2ccc(SC(F)F)cc2)C1 (centres undefined)
  0.1	/
COc1cccc(CN2CC3(CCN(C(=O)Nc4c(C)noc4C)CC3)c3c([nH]c4cc(OC)ccc34)[C@@H]2CO)c1
  0.1	/
COc1ccc2c3c([nH]c2c1)[C@@H](CO)N(Cc1ccccc1F)CC31CN(C(=O)C2CCOCC2)C1
  ?	/
COc1ccc(/C=C(/NC(=O)c2ccccc2)C(=O)N/N=C/c2ccncc2)c(OC)c1
  0.0	/
O=C(NC[C@H]1N[C@H](CO)[C@@H]1c1ccc(-c2cncnc2)cc1)C1CC1
  0.0	/
CCOC(=O)c1c(NC2OC(=O)c3c2ccc(OC)c3OC)sc(C(=O)OC(C)(C)C)c1C (centres undefined)
  0.0	/
CCCC(=O)N1CC2(C1)CN(C(=O)C1CCCC1)[C@H](CO)c1[nH]c3cc(OC)ccc3c12
  0.4	/
C/C=C/c1ccc([C@@H]2[C@H](CO)N(CCC(F)(F)F)C23CN(C(C)=O)C3)cc1
  0.1	/
O=C(CC1CC1)N1[C@@H](CO)[C@H](c2ccccc2)C12CN(Cc1cccnc1)C2
  0.0	/
COc1ccc2c3c(n(C)c2c1)[C@H](CO)N(CC1CC1)CC31CN(C(=O)CN2CCOCC2)C1
  0.0	/
Cc1ccc(Oc2ncnc3sccc23)cc1
  0.1	/
COc1ccc2c3c(n(C)c2c1)[C@H](CO)N(C(C)=O)CC31CN(Cc2cccnc2)C1
  0.2	/
CCCNC(=O)N1CC(=O)N2[C@@H](CO)[C@H](c3ccc(C#Cc4ccccc4)cc3)[C@@H]2C1
  0.4	/
COc1ccc2c3c([nH]c2c1)[C@@H](CO)N(C(=O)c1cccc(F)c1)CC31CCN(C(C)=O)CC1
  0.2	/
COc1ccc2c3c([nH]c2c1)[C@@H](CO)N(Cc1ccncc1)CC31CN(C(=O)c2cccnc2)C1
  0.3	/
COC(=O)C1=C(C)N(c2ccc(Cl)cc2)/C(=C/c2cccs2)C1=O
  0.1	/
COc1ccc2c3c([nH]c2c1)[C@H](CO)N(C(=O)Nc1ccccc1F)CC31CCN(C(=O)c2ccccc2F)CC1
  0.5	/
Cc1noc(C)c1S(=O)(=O)N(C)C[C@H]1Oc2ccc(NC(=O)Nc3ccc(C(F)(F)F)cc3)cc2C(=O)N([C@H](C)CO)C[C@@H]1C
  -0.1	/
COc1ccc2c3c([nH]c2c1)[C@@H](CO)N(C(=O)Nc1ccc(F)cc1)CC31CN(CC2CC2)C1
  0.2	/
O=C(Nc1ccccc1)N1CC(=O)N2[C@H](CO)[C@H](c3ccc(-c4ccc(F)cc4)cc3)[C@H]2C1
  0.6	/
CNC(=S)N/N=C/c1cn(CCOc2cccc(OC)c2)c2ccccc12
  -0.1	/
CCCC(=O)N1CC2(CN(C(C)=O)C2)c2c(n(C)c3cc(OC)ccc23)[C@H]1CO
  0.0	/
O=C(Nc1ccccc1)N1CC(=O)N2[C@H](CO)[C@H](c3ccc(-c4ccc(F)cc4)cc3)[C@@H]2C1
  0.5	/
CCN1[C@@H]2Cn3c(ccc(C4=CCCCC4)c3=O)[C@H]1[C@@H](C(=O)NCC(F)(F)F)[C@@H]2CO
  -0.1	/
CN(C)CC(=O)N1[C@@H](CO)[C@H](c2ccccc2)C12CN(C(=O)C1CCCC1)C2
  -0.1	/
CCn1c(SCC(=O)Nc2nc3ccc(OC)cc3s2)nc2c1c(=O)n(C)c(=O)n2C
  /	-6
CCN(CC)c1ccc2cc(NC(=O)CCC(=O)O)c(=O)oc2c1
  /	21
O=C(CN1C(=O)NC2(CCc3ccccc32)C1=O)Nc1cc(C(F)(F)F)ccc1N1CCOCC1 (centres undefined)
  /	-11
Cc1cc(-n2c(C)cc(C(=O)COc3ccc4ccc(=O)oc4c3)c2C)no1
  /	-3
CCOCCOC(=O)C1=C(C)N(C)C(=O)NC1c1cc(Cl)c(O)c(OC)c1 (centres undefined)
  /	4
Cc1ccccc1OCC(O)Cn1c(NCc2ccccc2)nc2c1c(=O)[nH]c(=O)n2C (centres undefined)
  /	8
O=C(O)C1C2C=CC(O2)C1C(=O)NCc1ccc2c(c1)OCO2 (centres undefined)
  /	1
CCN(CC)S(=O)(=O)c1cc([N+](=O)[O-])ccc1NNC(=O)Nc1ccccc1
  /	-4
CCOC(=O)C1=C(C)N=c2s/c(=C\c3ccc(OC(C)=O)c(OCC)c3)c(=O)n2C1/C=C/c1ccccc1 (centres undefined)
  /	-5
Cc1nn(-c2ccccc2)c(C)c1C(=O)OC/C(O)=C(\C#N)c1nc2ccccc2[nH]1
  /	-6
Cc1cccc(Cn2cnc3c(NS(C)(=O)=O)c(C)c(C)cc32)c1
  /	6
COc1ccc(N=C/C=C2\C=C(c3ccccc3)OC(C)(C)O2)cc1
  /	-7
c1nc(NCCN2CCOCC2)c2c3c(sc2n1)CCCCC3
  /	5
Cc1nn(Cc2ccc(Cl)cc2)c(C)c1NC(=O)c1cc(-c2ccc3c(c2)OCO3)on1
  /	5
CCOC(=O)c1cnn(-c2nc(-c3ccc(C)cc3)cs2)c1C(F)(F)F
  /	15
COC(=O)N1CC(=O)N(OC)C1c1ccc(Cl)cc1Cl (centres undefined)
  /	-6
CCCCc1[nH]c(=O)c(C#N)c2c1CCCC2
  /	-1
CCCCOc1ncnc2c1[nH]c1ccc(OC)cc12
  /	5
CCOC(=O)N1CCC(N2CCN(S(=O)(=O)c3ccc(C)cc3)CC2)CC1
  /	-2
Cc1cc(NC(=O)c2c([N+](=O)[O-])cnn2C)no1
  /	-7

A different layout for 4 compounds above:
COc1ccc(N=C/C=C2\C=C(c3ccccc3)OC(C)(C)O2)cc1
  Xi reactivation = /	FN deposit inh = -7
Cc1nn(Cc2ccc(Cl)cc2)c(C)c1NC(=O)c1cc(-c2ccc3c(c2)OCO3)on1
  Xi reactivation = /	FN deposit inh = 5
Cc1cccc(Cn2cnc3c(NS(C)(=O)=O)c(C)c(C)cc32)c1
  Xi reactivation = /	FN deposit inh = 6
Cc1cc(NC(=O)c2c([N+](=O)[O-])cnn2C)no1
  Xi reactivation = /	FN deposit inh = -7
